# Arr AP2 block = inhibitors of human beta-arrestin and AP2 interaction; AID 504490; inhibition, % at 10 µM; FITC-arrestin peptide / GST-AP2 beads, flow cytometry; AP2 beta2 appendage carries R879A mutation; 0.31% of 340,000 active;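 active means inhibition above a set limit, near 3 SD of compounds lacking own fluorescence, cut at about 54% in these data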;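 further: plate controls were DMSO wells for no effect and 5 µM unlabelled arrestin peptide for full effect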
#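 System: GST-AP2 R879A glutathione beads | Also added: FITC-arrestin peptide, 50 nM | Times: 12 min plus 1 h, RT | Signal: Bead flow cytometry, FITC channel | Buffer or medium: PBS with 0.05% Tween 20 and 0.1% BSA | Read-out basis: Percent drop in bead-associated FITC signal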
# PvdQ acylase = P. aeruginosa PvdQ acylase inhibition; inhibition, % at 10 µM; purified PvdQ acylase, fluorescence plate reader; AID 488965; 0.063% of 340,000 active; in the data active means inhibition above about 30%, passing the limit was not always enough;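 further: 0% = vehicle neutral wells and 100% = reference inhibitor wells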
# PKA-R2B act = activates the human PKA-R2B holoenzyme complex; activation, % at 11.4 µM; 0.079% of 340,000 active; PKA-R2B holoenzyme dissociation, Cy5-IP20 fluorescence polarization; R2B truncated from residue 108, S112A mutant; 0% DMSO only, 100% 113 µM cGMP; AID 504700;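 active means activation above a cutoff set at the mean over all compounds plus 3 SD, cut at about 18% in these data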;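 further: higher means more holoenzyme dissociation and a rise in polarization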
# RTF Ca sens inh = cardiac RTF calcium desensitization | P19429+P45379 | IANBD-labeled cardiac RTF, Ca2+ fluorescence | inhibition, % at 7.15 µM | 0.12% of 340,000 active | AID 493244;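 active means inhibition above the mean inhibition of all tested compounds plus 3 SD, cut at about 17% in these data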;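 further: assay run at fixed EC70 calcium of 1.6 mM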
# LANA DNA inh = inhibitors of KSHV LANA C-terminal domain DNA binding | AID 504423 | MBP-C-LANA/FAM-LBS DNA binding, fluorescence polarization | 0.078% of 340,000 active | inhibition, % at 9 µM;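 active means highest replicate inhibition at or above 60% at 9 µM, even if other replicates fall short; inactive means all replicates below 60% inhibition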;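 further: 0% = neutral control wells and 100% = 4 µM acridine orange control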
# SR-BI uptake up = enhances SR-BI lipid uptake from DiI-HDL; CHO ldlA[mSR-BI] cells, DiI-HDL uptake fluorescence, 3 h; 100 = double the neutral-control signal; activation, % at 12.5 µM; 0.096% of 320,000 active;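 active means mean replicate activation of at least 60% and every replicate at or above 60%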;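 further: 0% = median plate neutral-control signal and 100% = twice that signal; values of inactives mirror those of a sister screen read the other way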
#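 System: CHO ldlA[mSR-BI] cells / Medium: HEPES-buffered (25 mM, pH 7.4) F12 plus 0.5% BSA / Probe or stimulus: labelled HDL, 10 µg/mL / Doses: single compound concentration, delivered by pin transfer / Schedule: 3 h, 37 °C / Measured by: DiI fluorescence, bottom read / Measure: cell-associated DiI fluorescence as measure of HDL uptake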
# Keap1 Nrf2 FP = Keap1-Nrf2 (human) interaction inhibition. inhibition, % at 9.4 µM. AID 504523. Keap1 Kelch-Nrf2 peptide fluorescence polarization, 1536-well. 0.15% of 340,000 active; in the data active means inhibition above about 12%;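 further: human Keap1 Kelch domain with fluorescein labeled Nrf2 9mer peptide probe; 0% = neutral control wells and 100% = peptide positive control; higher means more block of Keap1 binding to Nrf2 peptide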
# DAGLB inh = diacylglycerol lipase beta (human) inhibition; 0.059% of 340,000 active; HEK293T DAGLB membrane lysate, EnzChek fluorogenic substrate; inhibition, % at 5.17 µM; in the data active means inhibition above about 34%;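 further: 0% = enzyme with vehicle and 100% = wells lacking enzyme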
# NSD2 inh = inhibitors of human histone methyltransferase NSD2 | NSD2 peptide methylation, AlphaScreen, 120 min | inhibition, % at 12.5 µM | 0.54% of 310,000 active | AID 743445; in the data active means inhibition above about 50%
# Target sequence (O96028 whole entry, looked up): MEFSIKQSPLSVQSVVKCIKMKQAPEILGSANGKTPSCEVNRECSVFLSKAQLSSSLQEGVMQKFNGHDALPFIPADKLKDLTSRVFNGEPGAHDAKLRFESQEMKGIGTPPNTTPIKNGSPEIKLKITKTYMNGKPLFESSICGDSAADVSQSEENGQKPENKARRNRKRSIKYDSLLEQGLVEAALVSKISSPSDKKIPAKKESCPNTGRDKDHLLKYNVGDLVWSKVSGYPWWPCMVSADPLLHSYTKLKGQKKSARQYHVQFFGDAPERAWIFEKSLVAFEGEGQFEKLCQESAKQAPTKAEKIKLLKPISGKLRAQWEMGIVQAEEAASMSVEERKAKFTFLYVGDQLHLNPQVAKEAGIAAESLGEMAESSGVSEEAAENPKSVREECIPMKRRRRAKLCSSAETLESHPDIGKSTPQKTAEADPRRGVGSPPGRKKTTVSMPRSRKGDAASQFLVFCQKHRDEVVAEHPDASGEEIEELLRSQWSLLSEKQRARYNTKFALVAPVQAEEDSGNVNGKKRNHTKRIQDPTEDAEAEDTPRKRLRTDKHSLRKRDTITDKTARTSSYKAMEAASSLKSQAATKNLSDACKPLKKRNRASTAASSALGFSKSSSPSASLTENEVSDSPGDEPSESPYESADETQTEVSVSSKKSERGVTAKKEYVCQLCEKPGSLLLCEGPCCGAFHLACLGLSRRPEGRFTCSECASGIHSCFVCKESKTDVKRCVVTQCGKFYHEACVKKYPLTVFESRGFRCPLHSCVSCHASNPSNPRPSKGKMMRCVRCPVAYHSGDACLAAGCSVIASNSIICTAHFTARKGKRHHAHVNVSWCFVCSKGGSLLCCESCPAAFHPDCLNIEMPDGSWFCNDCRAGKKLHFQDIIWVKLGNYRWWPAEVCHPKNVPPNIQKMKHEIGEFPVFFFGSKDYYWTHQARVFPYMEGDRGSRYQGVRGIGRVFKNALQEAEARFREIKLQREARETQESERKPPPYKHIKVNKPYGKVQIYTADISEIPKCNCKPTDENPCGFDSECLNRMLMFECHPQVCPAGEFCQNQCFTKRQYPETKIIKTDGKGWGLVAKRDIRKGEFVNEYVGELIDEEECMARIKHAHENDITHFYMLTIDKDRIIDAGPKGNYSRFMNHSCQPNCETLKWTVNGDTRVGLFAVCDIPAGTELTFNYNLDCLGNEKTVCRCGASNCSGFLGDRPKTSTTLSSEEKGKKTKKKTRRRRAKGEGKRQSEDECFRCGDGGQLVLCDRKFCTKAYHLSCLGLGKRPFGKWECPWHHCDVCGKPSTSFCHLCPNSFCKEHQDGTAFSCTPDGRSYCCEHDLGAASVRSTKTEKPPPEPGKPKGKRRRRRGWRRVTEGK
# SR-BI DiI inh = blocks mouse SR-BI lipid uptake from DiI-HDL; inhibition, % at 12.5 µM; 0.96% of 320,000 active; ldlA[mSR-BI] CHO cells, DiI-HDL uptake fluorescence, 3 h; AID 488896; Q61009;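 active means mean replicate inhibition of at least 70% and a set share of replicates each scoring 70 or more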;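 further: 0% = median of neutral control wells and 100% = median of positive control wells; values of inactives mirror those of a sister screen read the other way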
# * hit, by the source's call; . = not tested or not shown; & = joins results of further samples.
# Below each compound: SR-BI uptake up	PvdQ acylase	Arr AP2 block	SR-BI DiI inh	NSD2 inh	RTF Ca sens inh	LANA DNA inh	Keap1 Nrf2 FP	PKA-R2B act	DAGLB inh
- O=C1CC(Sc2nnc(-c3ccccc3O)o2)C(=O)N1c1ccccc1 (configuration not stated)
    22	-14	-5	-22	.	-4	0.6	-5	3	0
- O=C(CCN1C(=O)C2C3C=CC(C3)C2C1=O)Nc1ccc2c(c1)OCO2 (configuration not stated)
    2	-1	4	-2	0	-2	-0.1	-4	4	2
- Cn1c(SCC(=O)Nc2ccc3cn[nH]c3c2)nnc1-c1cccs1
    -17	2	26	17	1	1	0.9	0	6	0
- COC(=O)c1ccccc1NC(=O)CSc1ncn[nH]1
    .	1	40	.	.	3	-1.1	0	-7	0
- COc1ccccc1OCCC(=O)NCc1ccc2c(c1)OCO2
    -3	-5	4	3	-2	7	-0.4	3	0	1
- CC(=O)N(C(C)=O)n1c(/C=C/c2ccc([N+](=O)[O-])cc2)nc2ccccc2c1=O
    10	-1	35	-10	4	3	-0.6	-3	-12	-2
- Fc1cccc(Cn2cc(C(=S)N3CCCCC3)c3ccccc32)c1
    -18	10	44	18	-31	3	-0.1	5	-1	-3
- COc1ccc(/C=N/NC(=O)c2ccn[nH]2)cc1COc1ccc(F)cc1
    -31	12	11	31	15	1	-0.4	-5	5	-11
- O=C(O)c1ccccc1-c1ccccc1C(=O)NCc1cccc(C(F)(F)F)c1
    6	-1	-2	-6	1	-5	-0.3	4	5	4
- Cc1ccc(NC(=O)CN2CCC(Cc3ccccc3)CC2)cc1S(=O)(=O)N(C)C
    -30	-8	-18	30	11	-2	0.2	1	4	-9
- CCCOc1cccc(C2C(C(=O)c3ccc(C)o3)=C(O)C(=O)N2CCN2CCOCC2)c1 (configuration not stated)
    1	-9	5	-1	5	7	1.2	-6	-8	-1
- CCCN(C(=O)c1cccc(-n2cccc2)c1)c1c(N)n(Cc2ccccc2)c(=O)[nH]c1=O
    -4	-7	0	4	1	-18	2.5	-7	5	3
- CCN1CCc2c(C#N)c(N3CCCCC3)nc(N3CCOCC3)c2C1
    22	-3	10	-22	12	-5	0.0	1	-18	-2
- COc1ccccc1C(=O)NC(=O)COC(=O)Cc1ccc(F)cc1
    29	10	7	-29	-5	-7	-2.0	-6	5	-2
- OCC(O)[C@@H](O[C@H]1O[C@H](CO)[C@@H](O)[C@H](O)[C@H]1O)[C@H](O)[C@@H](O)CO (some centres not stated)
    16	-8	16	-16	.	-13	2.3	-3	-2	0
- CC(C1CC1)N(Cc1ccccc1)C(=O)NC(=O)c1ccc(F)cc1 (configuration not stated)
    4	1	-19	-4	7	3	-0.3	-1	-12	-2
- COc1cccc(OCC(O)CN2CCN(c3ccccc3)CC2)c1 (configuration not stated)
    5&-14	-12&-12	-7&-1	-5&14	2&-1	-7&-5	2.3&1.0	-1&-1	-1&-5	-2&-3
- Cc1ccc(NC(=O)CSc2nc3c(cc2C#N)C(=O)CCC3)cc1S(=O)(=O)N(C)C
    -45	-16	3	45	-3	-20	0.0	2	-6	-4
- COCC(C)NC(=O)c1ccc(CN2CCc3ccccc3C2)cc1 (configuration not stated)
    5	4	2	18	7	-6	0.2	0	-16	-1
- C#CCn1c(S(=O)(=O)Cc2ccccc2Cl)nc(-c2ccccc2)c1-c1ccccc1
    -18	0	9	18	-1	2	0.5	1	-9	1
- COc1ccccc1C(=O)CSc1nnc(-c2ccco2)o1
    0	-3	12	0	-1	-3	-1.3	-4	-5	-3
- CC(C(=O)Nc1ccc(S(=O)(=O)N2CCCC2)cc1)N1CCc2ccccc2C1 (configuration not stated)
    -14	7	16	14	-1	4	-0.4	-3	11	-1
- CCN(CC)CCNC(=O)c1ccc(Sc2ccc(Cl)cc2)c(NC(C)=O)c1
    10	-4	16	-10	12	-5	0.9	-2	-14	1
- CCn1c(CN2CCN(Cc3ccc(C)cc3)C(CCO)C2)nc2ccccc21 (configuration not stated)
    10	-11	11	-10	-3	-3	1.0	-6	-6	-4
- CC(C)C(=O)Nc1ccc(Cl)cc1-c1nc2ccccc2[nH]c1=O
    8	-16	5	-8	-1	-2	-0.9	-4	-2	0
- COc1cc(OC)cc(C(=O)N[C@H](C(=O)NC2=NCCS2)C(C)C)c1
    -4	-13	-3	4	0	-1	1.0	2	2	0
- O=[N+]([O-])c1ccc(N2CCC(O)CC2)nc1
    13	11	-5	-13	-1	-1	-0.5	-5	5	-1
- O=C(NCc1ccc(F)cc1)c1c(O)c2cccc3c2n(c1=O)CCC3
    14	-1	2	-14	.	-11	0.9	-1	3	0
- O=C(Nc1ccc(N2CCCC2)cc1)c1ccc(Br)cc1
    -76	-15	-2	76*	2	-9	5.4	-3	4	9
- Cc1cccc(OCC(=O)NC(=S)NNC(=O)c2ccncc2)c1
    -14	0	-2	14	0	-6	0.8	0	2	4
- Cc1c(NS(=O)(=O)c2cccc(C(=O)N3CCCC3)c2)c(=O)n(-c2ccccc2)n1C
    5	-17	1	-5	-3	-6	-0.8	3	0	2
- COc1ccc(C(=O)Nc2ncc(C)s2)cc1S(=O)(=O)N1CCCC1
    -24	9	26	24	.	0	0.2	6	6	1
- CC(NC(=O)CN(C)CC(=O)Nc1ccccc1Br)c1ccccc1 (configuration not stated)
    8	-20	-10	-8	-4	-2	0.2	3	5	-2
- CCOc1ccc(N2C(=O)/C(=C\c3ccccc3OC)S(=O)(=O)C2c2cccc([N+](=O)[O-])c2)cc1 (configuration not stated)
    -5	-4	37	5	-1	2	0.7	0	1	1
- O=[N+]([O-])c1ccc(/C=N/NC(=S)Nc2ccccc2F)o1
    -11	5	5	11	14	-6	2.0	-6	-1	1
- COC(=O)CNS(=O)(=O)c1ccc(C)cc1
    5	-14	0	-5	-5	-7	-0.3	-1	7	-2
- CCN(CC)C(=O)Cn1cc(C(=O)C(=O)N(CC)C2CCCCC2)c2ccccc21
    13	-13	-4	-13	-2	-2	1.5	-3	6	-2
- CC(c1ccccc1)N1CC(C(=O)NC2CCCC2)CC1=O (configuration not stated)
    33	-11	0	-33	1	-8	0.2	2	3	0
- COc1ccc(NC(=O)/C(Cl)=C(/Cl)S(=O)(=O)Cc2ccc(C)cc2)cn1
    26	-12	-9	-26	.	-4	-0.3	-30	-4	13
- COCCCNC(=S)Nc1ccc(OC(F)F)cc1C
    -17	-13	-40	17	-3	-2	-2.4	-6	2	0

# Record cards, as listed above. Screens in order: SR-BI uptake up	PvdQ acylase	Arr AP2 block	SR-BI DiI inh	NSD2 inh	RTF Ca sens inh	LANA DNA inh	Keap1 Nrf2 FP	PKA-R2B act	DAGLB inh
# COCCCNC(=S)Nc1ccc(OC(F)F)cc1C is entered as -17	-13	-40	17	-3	-2	-2.4	-6	2	0
# O=[N+]([O-])c1ccc(/C=N/NC(=S)Nc2ccccc2F)o1 is entered as -11	5	5	11	14	-6	2.0	-6	-1	1
# CCn1c(CN2CCN(Cc3ccc(C)cc3)C(CCO)C2)nc2ccccc21 (configuration not stated) is entered as 10	-11	11	-10	-3	-3	1.0	-6	-6	-4

# The list goes on.
# Below each compound: SR-BI uptake up	PvdQ acylase	Arr AP2 block	SR-BI DiI inh	NSD2 inh	RTF Ca sens inh	LANA DNA inh	Keap1 Nrf2 FP	PKA-R2B act	DAGLB inh
- Cc1nc2cc(NC(=O)Nc3cccc(F)c3)ccc2n1C
    .	10	17	.	0	-3	0.8	-3	-8	0
- C=CCNc1nc(C)nc(OC)n1
    -2	-5	33	2	-1	-6	-5.5	6	-5	1
- CCc1nnc(NC(=O)c2cc(-c3cccnc3)nc3ccccc23)s1
    10	-9	-9	-10	-1	-5	1.2	0	0	-1
- CC(=O)Nc1cc2ccccc2oc1=O
    6	-6	-12	-6	-1	-22	1.7	6	-14	-1
- CCOc1ccc2c(c1)C(=O)C(=O)N2CC1COc2ccccc2O1 (configuration not stated)
    -11	-6	-8	11	25	5	0.4	2	-8	-6
- CC(C)(C)NC(=O)CCCCCCCC(=O)NC(C)(C)C
    23	-15	11	-23	4	-15	0.1	-4	-4	-1
- Cc1cc2ccccn2c1C(C[N+](=O)[O-])c1ccc(N(C)C)cc1 (configuration not stated)
    19	-11	7	-19	3	-14	-1.9	-9	-3	2
- CC(Sc1nnc(C(F)(F)F)n1C)C(=O)Nc1ccc(S(N)(=O)=O)cc1 (configuration not stated)
    -6	-9	7	6	-5	-10	0.1	0	11	-1
- COCCNC(=O)Cn1c(=O)n(CCC(=O)NCCc2ccccc2)c(=O)c2ccccc21
    14	-5	-5	-14	-4	0	0.4	0	2	-1
- O=C(O)c1cc(C2CC2)nc2ccccc12
    26	-11	13	-26	.	-16	-5.3	2	-1	1
- COc1ccc(CCN2CC(C(=O)N(C)CC(=O)Nc3ccc(Cl)c(C(F)(F)F)c3)CC2=O)cc1OC (configuration not stated)
    -19	-12	-3	19	6	-17	-0.6	-5	-6	2
- CCc1cc2cc(C(=O)Nc3ccc(C)cc3)sc2s1
    -37	7	20	37	5	-7	-1.3	0	11	-14
- Cc1cc2oc(=O)cc(CN(C)Cc3ccccc3)c2cc1C(C)C
    -43	9	27	43	-1	5	-2.1	-3	-8	-25
- CCC(C)(C(=O)NC1CCCC1)N(C(=O)CNC(=O)c1ccccc1)c1c(C)n(C)n(-c2ccccc2)c1=O (configuration not stated)
    2	-6	6	-2	-4	-2	2.0	-5	-2	-3
- CNC(=O)OCc1cccc(COC(=O)NC)n1
    19	-16	7	-19	-5	-13	0.4	-5	-11	0
- CCOc1ccc(C=NNC(=O)c2ccc(-n3cnnn3)cc2)cc1
    -10	1	29	10	4	0	0.4	-5	7	-2
- COc1ccc(C)cc1NC(=O)CNC(C)C(=O)Nc1cc(Cl)ccc1Cl (configuration not stated)
    .	-6	1	.	-7	-3	0.8	-2	-5	-2
- O=C(Cn1c(=O)oc2ccccc21)Nc1ccc(Cl)cc1
    22	-5	7	-22	1	-12	3.2	2	7	-4
- CC(=O)c1ccc(OCC(=O)Nc2c(C)nn(-c3ccccc3)c2C)cc1
    -1	-15	1	1	3	-12	0.7	-3	-1	-2
- Cn1c(SCc2ccccc2)nc2ccsc2c1=O
    -18	-15	-21	18	-5	0	-1.2	-5	-5	-6
- Cc1ccc(C(=O)Nc2nnc(-c3ccco3)o2)cc1
    -15	8	-5	15	-2	1	0.1	3	3	1
- O=C(Nc1cc([N+](=O)[O-])ccc1C(=O)Nc1cccnc1)c1ccccc1
    -17	-3	-3	17	-1	2	0.4	3	5	-2
- CCCCn1c(-c2ccoc2C)n[nH]c1=S
    -2	-2	2	2	2	-3	0.8	-1	-1	-2
- COc1cccc2[nH]c3ccccc3c(=O)c12
    23	-8	-1	-23	.	-4	1.9	6	-8	-1
- O=C(CN1C(=O)NC2(CCCC2)C1=O)NCc1ccc(Cl)cc1
    -13	1	27	13	-1	-2	0.8	0	2	-1
